# Screening results deposited in PubChem by National Center for Advancing Translational Sciences (NCATS).
# Lipid storage S3: qHTS Assay for Lipid Storage Modulators in Drosophila S3 Cells; Drosophila S3 cells, BODIPY lipid droplet fluorescence, 18-24 h; cells fed with added oleic acid; Potency in µM for hits, for the others lipid storage change, negative = inhibition, % at the top dose, mostly 46.1 µM; hit rate 0.64% among 320,000; AID 2685, 2010; active = well fitted inhibition curve with a large enough effect in the signal ratio, with a control signal flat, not every such curve was filed as active; inconclusive = small, poorly fitted or top-dose-only effect, or effect the other way, or a change in a side signal; the % refers to the signal ratio
#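 Drosophila S3 cells got compounds at several concentrations plus oleic acid (400 uM solution). Laser-scanning cytometry with 488 nm excitation read lipid droplets at 500-530 nm and cells at 575-640 nm. Percent activity was relative to 20 uM Triacsin C.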
# Lipid storage S3 cell count max: recorded beside Lipid storage S3, whose call it bears; cell number change, %; measured here: cell count max response;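 cells counted by Cell Tracker Red CMTPX staining in the red channel; peak over a dose series mostly up to 46.1 µM; percent activity relative to internal control wells on each plate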
# * hit, by the source's call; i = inactive; ? = inconclusive; nt = not tested or not shown. % is scaled to controls: 0 for no effect and ±100 for the full control effect; potency is read from the fitted curve at half-maximal effect.
# A first look (5 entries):
SMILES,Lipid storage S3,Lipid storage S3 cell count max
CCN(Cc1nc2ccccc2c(=O)[nH]1)C(=O)c1cc(C2CC2)nn1-c1ccccc1,?,nt
O=C(c1ccccc1)N1CCN(Cc2ccccc2)CC1,-1.1%,-6.3
CCOCCCNC(=O)C1CCN(S(=O)(=O)N(CC(C)C)CC(C)C)CC1,i,nt
Cn1c(SCc2ccc([N+](=O)[O-])cc2)nnc1-c1cccnc1,?,nt
CS(=O)(=O)N1CCC(C(=O)NCc2ccc(Cl)cc2Cl)CC1,?,nt

# The list itself (from the top)
SMILES,Lipid storage S3,Lipid storage S3 cell count max
CCN(Cc1nc2ccccc2c(=O)[nH]1)C(=O)c1cc(C2CC2)nn1-c1ccccc1,?,nt
O=C(c1ccccc1)N1CCN(Cc2ccccc2)CC1,-1.1%,-6.3
CCOCCCNC(=O)C1CCN(S(=O)(=O)N(CC(C)C)CC(C)C)CC1,i,nt
Cn1c(SCc2ccc([N+](=O)[O-])cc2)nnc1-c1cccnc1,?,nt
CS(=O)(=O)N1CCC(C(=O)NCc2ccc(Cl)cc2Cl)CC1,?,nt
Cc1ccc(-n2nc(C)c3c2OC(N)=C(C#N)C3c2ccoc2)cc1 (centres undefined),i,-22.8
Cc1cc(C)n(-c2ccc(Cl)c(C(=O)Nc3ccc(OC(F)(F)F)cc3)n2)n1,19.9%,14.5
Cc1onc(-c2c(Cl)cccc2Cl)c1C(=O)N1CCN(c2ncccn2)CC1,?,nt
CCC(=O)NC(=S)Nc1cccc(NC(=O)c2ccc(Cl)cc2Cl)c1,-24.7%,-14.7
Cc1ccc(S(=O)(=O)N(C)CCCC(=O)N2CCN(C=O)CC2)cc1,?,nt
CCCCCn1c(=O)[nH]c2cc(C(=O)NCc3ccccn3)ccc2c1=O,?,nt
CC(C)CNc1cc(Cl)c(S(=O)(=O)NCC(C)C)cc1C(=O)O,i,29.0
Cc1cc(C)n(Cc2nc3ccccc3n2C)n1,i,nt
CCCCN1C(=S)NC[C@@H]1c1ccccc1,6.5%,12.7
COc1c(C)cc(C(=O)C2CCCN(C(=O)c3cccc(-n4cccn4)c3)C2)cc1C (centres undefined),-6.0%,5.0
CSc1ccc(-c2nnn(CC(=O)NCc3ccccc3)n2)cc1,i,-8.5
COc1ccc(COC(=O)N/C=C/c2ccco2)cc1,?,nt
CCOC(=O)Cn1nnc(-c2ccccc2)n1,8.0%,1.0
CCc1ccc(N2CC(C(=O)Nc3ccc(S(=O)(=O)NCC4CCCO4)cc3)CC2=O)cc1 (centres undefined),?,nt
CCCn1c(N)c(C(=O)CSc2nnc(-c3ccoc3C)n2C)c(=O)n(C)c1=O,?,nt
COc1ccc(NC(=O)C/C(C)=N/NC(=O)C(=O)NC(C)C)c(OC)c1,-19.1%,5.1
COc1cc(C(=O)NCCOc2ccc(F)cc2)c(Br)c(OC)c1OC,i,nt
COC(=O)N1C(=O)[C@@](CC(C)C)(c2ccccc2)N1C(=O)OC,i,-0.3
COc1ccc(S(=O)(=O)N2CCN(C(=S)NCCc3ccccc3)CC2)cc1,8.6%,8.8
Cc1ccc(S(=O)(=O)Nc2cccc(NC(=O)CN3CCCCC3)c2)cc1,i,nt
Cc1cc2ccccc2c(=O)n1CC(=O)NC1CCCCCC1,7.3%,-6.5
CC1=CC(C)(C)N(S(=O)(=O)c2ccc(C)cc2)c2ccc(C)cc21,?,nt
O=C(NC1CCSc2ccccc21)c1cc([N+](=O)[O-])ccc1N1CCOCC1 (centres undefined),?,nt
N#Cc1ccc(C(=O)N2CCN(c3ncccn3)CC2)cc1,?,nt
COC(=O)c1noc(-c2ccc(OC)cc2)n1,?,nt
CCN(CC(=O)NC1CCS(=O)(=O)C1)S(=O)(=O)c1cccc(C(C)=O)c1 (centres undefined),?,nt
Cc1nc(CS(=O)(=O)c2ccccc2)cc(Sc2ccc(Cl)cc2)n1,i,nt
O=C(O)c1cccc(NC(=O)C2C3C=CC(C3)C2C(=O)O)c1 (centres undefined),-4.7%,-9.3
C=CCn1c(/N=C/c2ccc(N(C)C)cc2)nc2ccccc21,8.1%,1.9
O=C(Nc1ccccc1Cl)c1ccc2nccnc2c1,-4.9%,-7.7
Cc1cccc(NC(=O)CN(CCc2ccccc2)S(C)(=O)=O)c1,6.9%,5.3
O=C(NCc1ccccn1)C1C2C=CC(C2)C1C(=O)Nc1ccc(F)cc1 (centres undefined),4.5%,11.3
Cc1ccccc1OCc1nc2ccccc2[nH]1,?,nt
CC1(C)CC(C(CC(=O)Nc2nccs2)c2ccccc2)CCO1 (centres undefined),-0.1%,-3.7
CC(C)=CCOc1ccc2ccc(=O)oc2c1,10.6%,0.2
O=C(NCc1ccc(Cl)cc1)c1cc(-c2ccco2)on1,-7.2%,-20.6
CCCCn1c(=O)[nH]c(=O)c2c1nc(-c1cc(Br)c(OCC)c(OC)c1)n2C,-29.7%,15.0
Cc1cccc(CC(=O)Nc2sc(C(C)C)cc2C(=O)N2CCOCC2)c1,?,nt
O=C(O)CSCC(=O)N1CCN(c2nc3cc(Cl)ccc3s2)CC1,-0.8%,-2.6
Cc1ccc(-n2nnnc2CNC(=O)c2ccc3c(c2)OCO3)cc1C,i,nt
CCCCN=c1scc(-c2ccc3c(c2)NC(=O)CO3)n1N=C1CCCC1,?,nt
O=C(CSc1ccccc1)Nc1ccc(NC(=O)c2ccco2)cc1,?,nt
CC(Oc1ccccc1)C(=O)N1CCC2(CC1)CC(=O)c1ccccc1O2 (centres undefined),?,nt
Cc1ccc(CSc2ncn(-c3ccccc3)n2)cc1,i,nt
CCc1ccc(NC(=O)CSc2nc3ncc(Br)cc3[nH]2)cc1,22.2%,-15.9
CCOC(=O)c1ccc(NS(=O)C23CC4CC(CC(C4)C2)C3)cc1 (centres undefined),?,nt
O=C(COc1ccc(F)cc1)N1CCC(Cc2ccccc2)CC1,2.0%,28.8
Cc1ccc(C(=O)CCCn2nnc(-c3cccnc3)n2)cc1C,2.7%,12.2
O=C(Nc1ccc(N2CCCC2)cc1)c1cc([N+](=O)[O-])ccc1N1CCOCC1,-13.8%,-17.3
O=C(CN1CCC(C(=O)c2ccc(F)cc2)CC1)NCc1ccccc1F,?,nt
CCOC(=O)/C(C#N)=N/Nc1ccccc1C(=O)O,?,nt
C[C@@H](C(=O)NCCc1c[nH]c2ccccc12)[C@H]1C[C@]1(C)[C@H](NC(=O)OCc1ccccc1)c1ccccc1,?,nt
CN(C(=O)OCc1ccccc1)C(CC(N)=O)C(=O)O (centres undefined),?,nt
CCN(CC)C(=O)c1ccc(-c2nnc(Nc3ccc(O)cc3)c3ccccc23)cc1,4.2%,-9.5
N#C[C@@H]1[C@@H]2C(=O)N(c3ccc4c(c3)OCCO4)C(=O)[C@@H]2C2c3ccccc3C=CN21 (some centres undefined),?,nt

# Full records from above.
# O=C(CN1CCC(C(=O)c2ccc(F)cc2)CC1)NCc1ccccc1F is listed with Lipid storage S3 = ?; Lipid storage S3 cell count max = nt
# CCN(CC)C(=O)c1ccc(-c2nnc(Nc3ccc(O)cc3)c3ccccc23)cc1 is listed with Lipid storage S3 = 4.2%; Lipid storage S3 cell count max = -9.5
# CCOC(=O)/C(C#N)=N/Nc1ccccc1C(=O)O is listed with Lipid storage S3 = ?; Lipid storage S3 cell count max = nt

# Further structures follow:
SMILES,Lipid storage S3,Lipid storage S3 cell count max
Cc1c(C(=O)N2CCC(C)CC2)sc2ncnc(N3CCN(c4ccccc4)CC3)c12,?,nt
COc1ccc(CCN2CC(C(=O)NCCc3cccc(F)c3)CCC2=O)cc1 (centres undefined),0.8%,3.1
O=C(CCNc1ccccc1)c1cccc([N+](=O)[O-])c1,2.3%,7.5
O=C(Nc1ccccc1C(F)(F)F)c1ccc(CN2CCC(Cc3ccccc3)CC2)cc1,?,nt
C/C(=N\N)c1c(-c2ccccc2)c2cc(C)ccc2[nH]c1=O,?,nt
CC1CCN(c2nc3c(N)ncnc3n2[C@@H]2O[C@H](CO)[C@@H](O)[C@H]2O)CC1,?,nt
CCN(c1ccccc1)S(=O)(=O)c1cccc(C(=O)NCCOc2ccccc2OC)c1,?,nt
CC1CCc2[nH]c3ccc(C(=O)N(C)CC(=O)Nc4ccccc4Cl)cc3c2C1 (centres undefined),?,nt
CC(C)(C)OC(=O)N1CCC(C(=O)NCC2CCCO2)CC1 (centres undefined),?,nt
CCCn1c(=S)[nH]c2cc(OC)c(OC)cc2c1=O,?,nt
CCc1cccc2c(=O)c(C(=O)N3CCOCC3)c[nH]c12,?,nt
CC(C)c1ccc(NC(=O)N2CCOCC2)cc1,i,-1.1
O=C(NC1CCCCCC1)c1ccc(Br)o1,?,nt
Cc1ccc(-c2nnn(CC(=O)N(CC3CCCO3)C(C(=O)NC3CCCC3)c3ccc(F)cc3)n2)o1 (centres undefined),?,nt
O=C(CSc1ccccc1)NCC1(N2CCCCC2)CCCCC1,-1.7%,0.7
CC(=O)NC1CCCc2c1cnn2-c1ccc(C(C)(C)C)cc1 (centres undefined),?,nt
Cc1ccccc1-n1c(Cc2cccs2)n[nH]c1=S,-16.3%,9.9
COC(=O)c1ccc(-c2ccc(/C=N/NC(=O)CC3(C)OCCCO3)o2)cc1,-12.4%,-18.6
CS(=O)(=O)N(CC(=O)N1CCC(C(N)=O)CC1)c1ccc(Oc2ccccc2)cc1,17.5%,-18.1
Cc1cc(C)n2nc(C(=O)Nc3c(C)nn(Cc4ccc(F)cc4)c3C)cc2n1,?,nt
CC(Cc1ccccc1)N/C=C1/CC(=O)NC1=O (centres undefined),i,12.6
Cc1c(Cl)cccc1NC(=S)NCc1ccccc1Cl,8.3%,nt
O=C(C1CCC1)N1CCN(c2ccc(Cl)cc2)CC1,?,nt
CSCCC(NC(=O)c1ccc(C(C)(C)C)cc1)C(=O)O (centres undefined),?,nt
CCc1nc2nc(C)c(NS(=O)(=O)c3ccc4c(c3)CCCC4)c(=O)n2[nH]1,i,-4.0
O=C(Nc1ccc(Oc2ccccc2)nc1)C1CCN(Cc2ccco2)CC1,i,-3.5
CCC(C)c1ccccc1NC(=O)COC(=O)CCc1cc(OC)c(OC)c(OC)c1 (centres undefined),?,nt
CCOc1cccc(C(=O)Nc2ccc(N3CCN(S(C)(=O)=O)CC3)cc2)c1,?,nt
CCOc1ccccc1C(=O)NCC(=O)Nc1ccc(-c2ccccc2)cc1,i,6.2
O=C1CCCN1CCCNc1ccc2nnc(CCC(=O)N3CCN(c4ccc(F)cc4)CC3)n2n1,?,nt
CC(C)c1onc(C(=O)N2CCN(c3ccc(F)cc3)CC2)c1[N+](=O)[O-],?,nt
Cc1cccc(CCNS(=O)(=O)c2cnc[nH]2)c1,i,2.0
CCC(C)[C@@H](NC(=O)OC(C)(C)C)c1nnc(S(=O)(=O)Cc2cccc(C)c2)o1 (some centres undefined),?,nt
C#CCOc1ccc2c3c(c(=O)oc2c1)CCCC3,?,nt
Cc1c(NC(=O)c2ccc(S(=O)(=O)N(C)C)cc2)cccc1-n1cnnn1,-14.4%,-3.0
CCOC(=O)c1cccc(NC(=O)COC)c1,i,nt
CC1(C(=O)OCC(=O)NC(=O)c2ccccc2)CC1(Cl)Cl (centres undefined),?,nt
COc1cccc(C2c3[nH]c4ccccc4c3CCN2Cc2cnc(C)s2)c1OC (centres undefined),-10.6%,-9.9
COc1ccc(C2(CNC(=O)c3cccc([N+](=O)[O-])c3)CCCCC2)cc1OC,-22.8%,nt
CC1=C(C(=O)OCCNC(=O)c2cccnc2)C(c2cccc([N+](=O)[O-])c2)C(C(=O)OCCN(C)C)=C(C)N1 (centres undefined),-2.1%,-14.8
CCC1=NN(C(=O)c2ccc(Br)cc2)C(O)(c2ccccc2)C1 (centres undefined),23.6%,-1.0
CCN(CC)C(=O)Cn1cc(C(=O)C(=O)NCCc2ccc(S(N)(=O)=O)cc2)c2ccccc21,6.1%,10.5
COC(=O)CSc1nc(C2CC2)nc2ccccc12,8.1%,6.1
CC(C)Oc1cccc(C(=O)NC(=S)Nc2ccccc2)c1,?,nt
COc1cccc(CNC(=O)CCCC(=O)Nc2cccc([N+](=O)[O-])c2)c1,?,nt
Cc1nc2cc(NC(=O)c3ccco3)ccc2n1C,i,-13.8
O=C(Nc1cccc2ncccc12)C12CC3CC(CC(C3)C1)C2,?,nt
Cc1cc(NC(=O)C(=O)c2cn(C)c3ccccc23)no1,6.4%,6.8
O=C(CSC1CC(=O)N(c2ccc(C(=O)O)cc2)C1=O)Nc1ccc2ccccc2c1 (centres undefined),7.8%,3.7
O=S(=O)(c1ccc2c(c1)OCCO2)N1CCC(c2nc3ccccc3[nH]2)CC1,?,nt
CCOc1nc(-c2ccccc2)ccc1-c1noc(-c2cccs2)n1,-2.6%,0.3
CC(=O)c1ccc(NC(=O)Cn2c(=O)oc3ccccc32)cc1,-17.1%,-16.6
Fc1ccc(Br)cc1/C=N/N1CCN(c2ccccc2)CC1,?,nt
Cc1ccc(CNC(=O)Cn2c([N+](=O)[O-])cnc2C)cc1,?,nt
CS(=O)(=O)N1CCN(c2ccc(NC(=O)c3ccccc3)cc2)CC1,?,nt
CC(NC(=O)C(c1ccccc1)c1ccccc1)c1ccc(S(N)(=O)=O)cc1 (centres undefined),?,nt
Cc1ccc(Cl)cc1NC(=O)C1CCCN(S(C)(=O)=O)C1 (centres undefined),6.2%,1.0
CC(=O)Oc1ccc2oc3c(c2c1)C(=O)CCC3,?,nt
CCCCCCCCNC(=O)CCNC(=O)c1ccc(C(C)(C)C)cc1,?,nt
Cn1cccc1CC(=O)N/N=C/c1cc([N+](=O)[O-])ccc1Cl,19.8%,4.3

# This is a subset, so the mix of outcomes need not match the whole.
